Screening data (PubChem BioAssay)
Tb MetRS inh – blocks T. brucei methionyl-tRNA synthetase activity | purified T. brucei MetRS, ATP depletion, Kinase-Glo luminescence | inhibition, % at 11.9 µM | hit rate 0.4% among 360,000 | AID 624268;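 active = inhibition above a per-plate cutoff of the control wells' mean inhibition plus 3 SD, cut at about 5.5% in these data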;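 note: 0% = DMSO wells median and 100% = median of wells with control inhibitor compound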
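Material: parasite MetRS enzyme / Replication: singlicate, one well per compound / Signal: luminescence of leftover ATP / Schedule: 2 h aminoacylation at 25 °C after 15 min preincubation / Medium: HEPES-MgCl2-KCl buffer plus DTT, spermine, BSA, pyrophosphatase / Doses: 11.9 µM single point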
E coli Lon inh – inhibits E. coli Lon protease; purified E. coli Lon protease, fluorescence polarization; AID 602123; inhibition, % at 7.94 µM; P0A9M0; hit rate 0.42% among 360,000; in the data active = inhibition above about 13%, passing the limit was not always enough;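 note: 0% = enzyme with probe and DMSO and 100% = no enzyme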
Neddyl block – inhibitors of human cullin neddylation. hit rate 0.58% among 360,000. calls only at 25 µM. TR-FRET cullin neddylation, biochemical; in the data active = inhibition above about 36%
Target sequence (P61081 whole entry, looked up): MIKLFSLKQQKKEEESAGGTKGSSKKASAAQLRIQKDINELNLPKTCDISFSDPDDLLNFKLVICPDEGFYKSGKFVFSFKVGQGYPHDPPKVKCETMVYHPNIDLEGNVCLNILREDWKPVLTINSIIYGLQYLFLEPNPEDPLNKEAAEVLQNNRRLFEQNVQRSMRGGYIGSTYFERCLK
Target sequence (Q13564 whole entry, looked up): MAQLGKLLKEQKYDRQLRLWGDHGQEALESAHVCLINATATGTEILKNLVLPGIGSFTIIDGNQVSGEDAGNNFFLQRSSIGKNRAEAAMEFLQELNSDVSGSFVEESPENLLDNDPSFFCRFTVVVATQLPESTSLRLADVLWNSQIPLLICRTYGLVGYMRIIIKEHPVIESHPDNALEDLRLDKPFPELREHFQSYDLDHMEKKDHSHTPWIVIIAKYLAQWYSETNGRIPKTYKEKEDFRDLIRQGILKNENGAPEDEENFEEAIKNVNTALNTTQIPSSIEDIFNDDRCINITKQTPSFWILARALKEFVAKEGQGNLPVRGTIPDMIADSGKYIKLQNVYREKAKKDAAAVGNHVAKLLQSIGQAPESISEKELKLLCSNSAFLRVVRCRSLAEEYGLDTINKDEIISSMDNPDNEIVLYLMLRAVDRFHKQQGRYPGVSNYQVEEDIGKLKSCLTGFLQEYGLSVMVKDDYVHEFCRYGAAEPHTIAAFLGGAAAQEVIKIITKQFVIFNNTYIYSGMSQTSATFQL
FAS TE block – FAS thioesterase (human) inhibition; P49327; recombinant FAS-TE, OMFH fluorogenic substrate, fluorescence endpoint; inhibition, % at 15 µM; hit rate 0.67% among 360,000; AID 602261;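 active = compounds whose normalised, plate-corrected inhibition of enzyme fluorescence in the single-dose primary screen is 50% or more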;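 note: 0% = DMSO with enzyme and 100% = substrate without enzyme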
MsrA inh – inhibitors of bovine MsrA | purified bovine MsrA, absorbance read-out | inhibition, % at 15.5 µM | hit rate 0.75% among 360,000; in the data active = inhibition above about 4.5%;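 note: 0% = vehicle wells with enzyme and 100% = reference inhibitor wells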
CSN inh – CSN deneddylation inhibition; Purified CSN, SCF-Nedd8-OG deneddylation, fluorescence polarization; inhibition, % at 12.5 µM; Q92905; hit rate 0.38% among 360,000;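 active = pattern-corrected inhibition above about 35%, with an unprinted fluorescence ratio check between 0.5 and 1.5, limit read from the data, passing the limit was not always enough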;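 note: 0% = enzyme with substrate and 100% = substrate without enzyme; some results filed as inactive read as strong as hits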
Target sequence (Q92905 whole entry, looked up, one chain of several): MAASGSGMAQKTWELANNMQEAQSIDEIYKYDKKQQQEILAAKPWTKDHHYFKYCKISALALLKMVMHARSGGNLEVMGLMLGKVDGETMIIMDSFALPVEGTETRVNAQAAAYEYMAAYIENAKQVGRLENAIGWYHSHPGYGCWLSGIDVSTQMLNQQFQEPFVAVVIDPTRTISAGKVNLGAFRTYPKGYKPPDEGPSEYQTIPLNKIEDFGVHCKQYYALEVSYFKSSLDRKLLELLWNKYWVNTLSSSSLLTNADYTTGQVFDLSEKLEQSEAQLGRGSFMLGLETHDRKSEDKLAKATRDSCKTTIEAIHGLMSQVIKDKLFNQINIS
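Assay system: purified human Csn5 enzyme expressed in HEK293T cells; Input: 0.24 nM Csn5 enzyme, final concentration; Reagent: 10 nM SCFSkp2-Nedd8OG; Compound dosing: 12.5 µM single point; Times: reaction 90 min, room temperature; Technique: fluorescence polarization readout.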
bovine MsrA act – activators of bovine methionine sulfoxide reductase A; purified bovine MsrA, absorbance read-out; activation, % at 10.6 µM; AID 602163; hit rate 0.3% among 360,000; in the data active = activation above about 7.5%;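 note: 0% = vehicle and 100% = reference activator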
PABP1 MLLE inh – blocks PAM2 peptide binding to the PABP1 MLLE domain. GST-MLLE / FITC-PAM2 fluorescence polarization. inhibition, % at 20 µM. hit rate 0.36% among 360,000. AID 588489; in the data active = inhibition above about 35%, passing the limit was not always enough;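 note: plate controls were DMSO wells with GST-MLLE for no effect and wells lacking GST-MLLE protein for full effect; some results filed as inactive read as strong as hits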
Rin1 Abl inh – human Rin1-Abl interaction inhibition. AID 588664. hit rate 0.4% among 360,000. TR-FRET Rin1/Abl binding, biochemical. inhibition, % at 7.35 µM. P00519+Q13671; in the data active = inhibition above about 5%, passing the limit was not always enough
Active calls of the source: *; i = inactive; x = not tested or not shown. Rows are unselected (roughly 4% active in at least one column).

| molecule | Tb MetRS inh | E coli Lon inh | Neddyl block | FAS TE block | MsrA inh | CSN inh | bovine MsrA act | PABP1 MLLE inh | Rin1 Abl inh |
| --- | --- | --- | --- | --- | --- | --- | --- | --- | --- |
| Cc1ccc(OC(C)C(=O)N(C)Cc2ccccc2)c([N+](=O)[O-])n1 (stereo not drawn) | 0.0 | 1 | i | -8 | 1.4 | 1 | -4 | 4 | 5 |
| CC(=O)Nc1ccc(NC(=O)Cn2cnc(S(=O)(=O)N3CCOCC3)c2)cc1 | -0.8 | -3 | i | -5 | -0.3 | 0 | 1 | 13 | -5 |
| COC(=O)C(F)(Sc1c(C)n(C)n(-c2ccccc2)c1=O)C(F)(F)F (stereo not drawn) | -0.6 | 0 | i | -10 | 0.9 | 0 | -3 | 11 | 7 |
| CCOc1ccc(CCNC(=O)COC(=O)CSc2ccccc2C)cc1OCC | 0.3 | -5 | i | -4 | 0.2 | -2 | -1 | 2 | 0 |
| C=CCOc1ccc(/C=C/C(=O)OCC(=O)N(C)CC(=O)Nc2ccccc2Cl)cc1 | -0.4 | 5 | i | 8 | 0.5 | -3 | -1 | -5 | -4 |
| CCn1c(=O)cc(C(F)(F)F)[nH]c1=S | -0.8 | -18 | i | -2 | 0.8 | -1 | -3 | -77 | -4 |
| COc1ccc(CNC(=O)c2sccc2-c2ccccc2)cc1OC | -0.2 | -9 | i | 2 | -0.1 | -2 | -4 | -12 | 4 |
| O=C1C=C(c2ccc(Oc3ccccc3)cc2)C[C@@H](c2ccc3c(c2)OCO3)C1 | -0.2 | -7 | i | 25 | 3.9 | -3 | -3 | -3 | 3 |
| Cn1c(SCC(=O)Nc2ccc(NC(=O)c3ccccc3F)cc2)nnc1-c1ccncc1 | -0.9 | 5 | i | -5 | x | 0 | -3 | 2 | 0 |
| COC(=O)c1cc(OC)c(OC)cc1NC(=O)CN1CCOCC1 | 0.4 | 0 | i | -5 | -0.4 | -12 | -3 | 12 | 2 |
| COc1ccc(Cc2c(C3CCCCC3)nc3c4ccccc4ccn23)c(C)c1 | -0.9 | -34 | i | -2 | 1.5 | 13 | -4 | -44 | 3 |
| COC(=O)c1c(NC(=O)CSc2nnnn2-c2ccc3c(c2)OCO3)sc(C)c1C | -0.6 | -12 | i | 25 | 1.0 | -1 | -3 | 6 | -2 |
| CCOc1ncccc1C(=O)OCC(=O)Nc1c(C)cc(C)cc1C | -1.4 | 3 | i | -5 | -0.9 | -2 | -13 | -4 | 5 |
| O=C(NCc1cccc(Cl)c1)c1cc(COc2ccc3ncccc3c2)on1 | -0.3 | 7 | i | 26 | -0.5 | 4 | -3 | -2 | 1 |
| Cc1cc(C(=O)NC2CCCCC2C)c2ccccc2n1 (stereo not drawn) | -0.5 | -2 | i | -4 | 0.1 | 3 | -3 | -15 | -2 |
| CCCN1C(=O)c2ccccc2NC1c1ccc(Br)cc1 (stereo not drawn) | -0.7 | 2 | x | 2 | 1.0 | 0 | -13 | -12 | 2 |
| CCOc1ccccc1NS(=O)(=O)N(C)C | -1.1 | 2 | i | -6 | 0.6 | -3 | -10 | 12 | 0 |
| COc1ccc(-c2noc(CCN3C(=O)c4ccccc4C3=O)n2)cc1OC | -0.6 | 1 | i | -64 | 0.5 | -1 | -1 | -3 | 4 |
| Cc1cc(C)nc(N2CCC(C(=O)Nc3ccc(Oc4ccccc4)cc3)CC2)n1 | -1.3 | -7 | i | -2 | -0.3 | 6 | -3 | -6 | -1 |
| COc1ccc(C(=O)CSc2ccc3nnc(-c4cccnc4)n3n2)cc1 | -0.9 | -10 | i | -3 | -0.1 | 4 | -10 | 13 | 4 |
| COC(=O)/C(=C1/Oc2ccc(C)cc2S1)C(F)(F)F | -0.8 | -1 | i | -3 | 9.6* | -4 | -14 | -1 | -3 |
| Cc1ccccc1OCc1nc2ccccc2n1C | -1.3 | -7 | i | 2 | -1.0 | -1 | 0 | 7 | 1 |
| CC(Sc1nnc(COc2ccc(Cl)cc2)n1-c1ccccc1)C(=O)O (stereo not drawn) | -0.1 | 7 | i | -3 | -0.8 | 2 | 2 | -24 | 0 |
| CCCCCC1CC(CC(=O)Nc2ccc([N+](=O)[O-])cc2)OC1=O (stereo not drawn) | -0.2 | -1 | i | 16 | 1.1 | 0 | -1 | -11 | 1 |
| O=C(CSc1ncnc2c1cnn2CCO)Nc1cccc(C(F)(F)F)c1 | 0.2 | 5 | i | -22 | -0.4 | -3 | -5 | 3 | 0 |
| Cc1ccc(NC(=O)C(C)c2ccc(-c3ccccc3)c(F)c2)c(C)c1 (stereo not drawn) | -0.8 | 0 | i | 5 | 0.4 | 1 | 4 | -11 | 0 |
| C=CCN(c1ccc(C(=O)Nc2ccc(C)c(C)c2)cc1)S(C)(=O)=O | -0.3 | 2 | i | -4 | 0.5 | -3 | -8 | 1 | -1 |
| CC1CCCN(c2ccc(C(=O)OCC(=O)N3c4ccccc4Sc4ccccc43)cc2[N+](=O)[O-])C1 (stereo not drawn) | 0.9 | -4 | i | 31 | 0.1 | -4 | 4 | -10 | 4 |
| COc1ccccc1C(=O)OCC(=O)NC(C)CCc1ccccc1 (stereo not drawn) | -0.7 | -2 | i | 4 | -0.7 | -4 | 6 | -9 | 2 |
| COc1ccc(-c2c(C)c3cc(O)ccc3oc2=O)cc1 | 0.3 | 0 | i | 6 | 2.1 | -2 | -3 | 4 | 1 |
| CC1CC(C)CN(C(=O)C2CCCN(S(=O)(=O)c3cnc[nH]3)C2)C1 (stereo not drawn) | 0.2 | 1 | i | -3 | -0.6 | -1 | -3 | 2 | -1 |
| Cc1cc(C)c2c(n1)sc1c(=O)n(Cc3ccc(F)cc3)cnc12 | -0.4 | -2 | i | 9 | -0.4 | -2 | -4 | 12 | -3 |
| O=S(NCc1ccco1)C12CC3CC(CC(C3)C1)C2 (stereo not drawn) | -1.0 | 4 | i | -2 | 1.9 | 2 | -6 | 8 | 0 |
| CCCSc1nnc(CN2CCOCC2)n1C | -0.5 | -2 | i | -7 | -0.7 | -2 | -2 | -43 | -4 |
| O=C(NCCN1CCOCC1)Nc1ccc(Cl)cc1 | 0.1 | -3 | i | -10 | -0.7 | 1 | -4 | 4 | 3 |
| c1ccc(Cc2noc(CN3CCCN(C4Cc5ccccc5C4)CC3)n2)cc1 | -0.3 | 0 | i | -1 | 0.4 | -5 | -2 | 2 | -1 |
| COc1ccc(S(=O)(=O)NCCCCC(=O)O)cc1C(=O)O | 0.7 | -18 | i | -8 | 0.5 | -1 | -2 | 2 | 1 |
| CCCS(=O)(=O)NC(=O)C1(C)CCN(C(=O)c2cc(-c3cccs3)oc2C)C1 (stereo not drawn) | 0.5 | -8 | i | -6 | -0.7 | 2 | -6 | -5 | -2 |
| O/N=C1\CCCc2c1nc(-c1ccccc1F)n2O | -1.2 | -2 | i | -3 | 0.4 | 1 | -13 | 2 | 2 |
| Cc1oc2cc(OCc3cnn(-c4ccccc4)c3)ccc2c(=O)c1Oc1ccccc1F | -0.1 | 3 | i | 34 | 1.5 | -2 | -4 | -14 | -2 |
| CCOC(=O)C1=C(C)N(c2ccc(OC)cc2)C(=O)/C1=C\c1ccc(O)c(OCC)c1 | 0.2 | 3 | i | 2 | 0.1 | 4 | -5 | 19 | 2 |
| C[C@@H]1CN([C@@H](C)CO)C(=O)c2cc(C3=CCCCC3)cnc2O[C@H]1CN(C)C(=O)Nc1cccc(F)c1 | -0.6 | 1 | i | -3 | 0.0 | 2 | -1 | 4 | 2 |
| O=P(O)(C(O)c1ccccc1)C(O)c1ccccc1 (stereo not drawn) | -0.1 | 1 | i | -16 | -0.7 | -3 | -2 | 9 | 0 |
| O=C(CNCc1cccs1)Nc1cc(S(=O)(=O)N2CCCC2)ccc1Cl | 0.1 | -3 | i | 12 | -1.2 | 5 | 0 | -2 | 1 |
| O=C(O)c1csc(-c2ccccc2)n1 | -0.2 | -5 | i | -10 | 0.5 | 1 | -3 | -1 | -3 |
| O=C(Nc1ccccc1Cl)N(Cc1nc2ccccc2c(=O)[nH]1)Cc1cccs1 | -1.4 | 3 | i | -4 | -0.9 | -2 | -4 | -5 | -1 |
| Cc1cc(C)c(S(C)(=O)=O)c(N(C)NC(=O)c2c(F)cccc2F)n1 | 0.2 | 2 | i | -4 | -0.3 | -4 | -3 | -2 | -2 |
| C[C@H]1CN(S(=O)C(C)(C)C)[C@@H](CCO)/C1=C\c1ccccc1 (stereo partly drawn) | -0.2 | -7 | i | -6 | 0.0 | 1 | -3 | -5 | -2 |

Reprinted at random: 5 compounds from above.
| molecule | Tb MetRS inh | E coli Lon inh | Neddyl block | FAS TE block | MsrA inh | CSN inh | bovine MsrA act | PABP1 MLLE inh | Rin1 Abl inh |
| --- | --- | --- | --- | --- | --- | --- | --- | --- | --- |
| O=C(Nc1ccccc1Cl)N(Cc1nc2ccccc2c(=O)[nH]1)Cc1cccs1 | -1.4 | 3 | i | -4 | -0.9 | -2 | -4 | -5 | -1 |
| O=C(O)c1csc(-c2ccccc2)n1 | -0.2 | -5 | i | -10 | 0.5 | 1 | -3 | -1 | -3 |
| C[C@@H]1CN([C@@H](C)CO)C(=O)c2cc(C3=CCCCC3)cnc2O[C@H]1CN(C)C(=O)Nc1cccc(F)c1 | -0.6 | 1 | i | -3 | 0.0 | 2 | -1 | 4 | 2 |
| O=P(O)(C(O)c1ccccc1)C(O)c1ccccc1 (stereo not drawn) | -0.1 | 1 | i | -16 | -0.7 | -3 | -2 | 9 | 0 |
| Cc1cc(C)c(S(C)(=O)=O)c(N(C)NC(=O)c2c(F)cccc2F)n1 | 0.2 | 2 | i | -4 | -0.3 | -4 | -3 | -2 | -2 |

Returning to the listing, repeating the three entries before the break.
| molecule | Tb MetRS inh | E coli Lon inh | Neddyl block | FAS TE block | MsrA inh | CSN inh | bovine MsrA act | PABP1 MLLE inh | Rin1 Abl inh |
| --- | --- | --- | --- | --- | --- | --- | --- | --- | --- |
| O=C(Nc1ccccc1Cl)N(Cc1nc2ccccc2c(=O)[nH]1)Cc1cccs1 | -1.4 | 3 | i | -4 | -0.9 | -2 | -4 | -5 | -1 |
| Cc1cc(C)c(S(C)(=O)=O)c(N(C)NC(=O)c2c(F)cccc2F)n1 | 0.2 | 2 | i | -4 | -0.3 | -4 | -3 | -2 | -2 |
| C[C@H]1CN(S(=O)C(C)(C)C)[C@@H](CCO)/C1=C\c1ccccc1 (stereo partly drawn) | -0.2 | -7 | i | -6 | 0.0 | 1 | -3 | -5 | -2 |
| CC(=Cc1ccccc1)C(=O)c1ccccc1 | 0.0 | 12 | i | 6 | -0.3 | 4 | 0 | -6 | 2 |
| COP(=O)(OC)C(Nc1cc(Cl)cc(Cl)c1)c1cccc(O)c1 (stereo not drawn) | 5.7* | -4 | i | 0 | -0.7 | -1 | -3 | 12 | 2 |
| CCCCn1c(NCc2ccccc2O)nc2ccccc21 | 3.1 | -4 | i | 9 | -0.4 | -5 | -1 | 1 | -5 |
| Cc1cccc(C)c1C(O)c1ncc(-c2ccccc2F)[nH]1 (stereo not drawn) | -0.3 | -6 | i | -3 | -0.5 | -4 | -2 | -4 | -1 |
